CHO-K1 Ca PAM: nonselective activator or artifact in parental CHO-K1 calcium assay; 0.02% of 360,000 active; AID 602247; ATP EC20, Fluo-8 calcium fluorescence; 0% at ATP EC20, 100% at ATP max; activation, % at 3 µM;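 active = activation above the run cutoff, the mean activation of all test compounds plus 3 SD, cut at about 40% in these data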;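 also: peak over basal fluorescence ratio in a 140 s read after ATP addition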
M1 ag parental: M1 agonist counterscreen hit in parental CHO-K1 cells; activation, % at 3 µM; Fluo-8 calcium fluorescence; scaled to maximal ATP response, vehicle zero; 0.48% of 360,000 active; AID 602248; in the data active = activation above about 15%;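 also: untransfected CHO-K1 host cells lacking M1 receptor as counterscreen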
CHO-K1 Ca antag: M1 antagonist counterscreen hit in parental CHO-K1 cells. 0.6% of 360,000 active. AID 602250. ATP-induced calcium, Fluo-8 fluorescence. inhibition, % at 3 µM;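 active = inhibition above a per-plate cutoff, the plate's mean sample inhibition plus 3 SD, cut at about 24% in these data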;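 also: 0% = DMSO plus EC80 ATP and 100% = DMSO alone without ATP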
OXTR potentiate: potentiates the human oxytocin receptor response. 0.061% of 320,000 active. P30559. activation, % at 3 µM. CHO-OTR cells, Fluo-8 calcium fluorescence, potentiator mode; 0% = oxytocin EC15, 100% = EC100;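 active = activation above that plate's cutoff, the mean activation of tested compounds plus 3 SD, cut at about 6.6% in these data, passing the limit was not always enough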;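 also: 100% uses oxytocin at 75 nM as the full agonist control; some results filed as inactive read as strong as hits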
Target sequence (P30559 whole entry, looked up): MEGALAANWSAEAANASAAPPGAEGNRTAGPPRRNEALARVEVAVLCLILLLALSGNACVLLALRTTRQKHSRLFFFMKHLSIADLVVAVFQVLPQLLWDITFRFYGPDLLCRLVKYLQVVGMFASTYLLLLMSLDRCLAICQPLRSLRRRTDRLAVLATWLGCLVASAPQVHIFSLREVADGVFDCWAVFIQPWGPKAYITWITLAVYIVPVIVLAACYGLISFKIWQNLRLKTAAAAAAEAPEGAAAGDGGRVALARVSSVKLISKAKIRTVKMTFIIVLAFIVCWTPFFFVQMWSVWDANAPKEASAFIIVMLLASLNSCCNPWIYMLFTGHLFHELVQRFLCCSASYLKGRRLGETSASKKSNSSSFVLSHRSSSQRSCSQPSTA
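System: human OTR in CHO cells / Also added: sub-maximal oxytocin, roughly EC15 / Control set: EC15 oxytocin low, 75 nM oxytocin high / Schedule: 6 min compound pre-incubation at room temperature, 100 s kinetic read / Compound: single-point 3.0 µM / Replication: singlicate / Technique: Fluo-8 calcium dye fluorescence / Read-out basis: % activation of max/min ratio relative to oxytocin controls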
V1R ag counter: counter-screen for oxytocin receptor agonists: human V1a receptor agonists; 0.25% of 320,000 active; AID 2797; P37288; activation, % at 3 µM; CHO-V1R cells, Fluo-8 calcium fluorescence, agonist mode; 0% DMSO, 100% 3 nM vasopressin;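 active = activation above the mean activation of all tested compounds plus 3 SD, per screening run, cut at about 20% in these data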;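 also: signal is peak over basal fluorescence ratio across a 100 second FLIPR read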
CHO parental Ca: counter-screen: ATP calcium response change in parental CHO cells; 0.63% of 330,000 active; inhibition, % at 5.6 µM; parental CHO-K1, ATP-induced calcium, Fluo-8 fluorescence;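 active = inhibition above that plate's mean sample inhibition plus 3 SD, cut at about 26% in these data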;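 also: 0% = ATP-challenged DMSO wells and 100% = DMSO wells without ATP; some compounds past the cut are filed as inactive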
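Test system: untransfected parental CHO cell line. Compound: one dose, 5.6 µM nominal. Detection: intracellular calcium via Fluo-8 no-wash fluorescent dye. Measure: % inhibition. Benchmarks: ATP-challenged DMSO wells low, unchallenged DMSO wells high.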
CHRM1 agonist: activates human CHRM1 receptor; P11229; 0.33% of 360,000 active; CHO-K1 hM1, Fluo-8 calcium fluorescence, agonist mode; 0% DMSO, 100% acetylcholine EC100; activation, % at 3 µM;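 active = activation above the run's mean compound activation plus 3 SD, cut at about 16% in these data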;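 also: peak over basal fluorescence ratio within a 140 s kinetic read after compound addition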
TAAR1 agonist: agonists of human TAAR1; CHO RD-HGA16 TAAR1, Fluo-8 calcium fluorescence; vehicle wells 0%, saturating PEA agonist 100%; activation, % at 3 µM; 0.99% of 360,000 active; AID 624467;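 active = activation above the mean activation of all test compounds in the run plus 3 SD, cut at about 38% in these data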
Target sequence (Q96RJ0 whole entry, looked up): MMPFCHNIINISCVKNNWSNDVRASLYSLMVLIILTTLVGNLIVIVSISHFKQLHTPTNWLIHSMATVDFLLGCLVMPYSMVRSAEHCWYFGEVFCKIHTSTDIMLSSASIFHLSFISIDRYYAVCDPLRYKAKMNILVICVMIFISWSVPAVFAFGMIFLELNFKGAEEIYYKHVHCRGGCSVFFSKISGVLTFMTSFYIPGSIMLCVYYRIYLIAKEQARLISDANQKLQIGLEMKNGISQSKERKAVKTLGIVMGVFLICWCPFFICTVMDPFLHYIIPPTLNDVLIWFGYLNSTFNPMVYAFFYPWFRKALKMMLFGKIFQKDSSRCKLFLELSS
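Repeats: no replicates (n 1) | Material: CHO-derived RD-HGA16 cells with stable Gα16 and human TAAR1 | Technique: Kinetic Fluo-8 calcium fluorescence | Schedule: 17-24 h seeding, 75 min 37 °C dye, 30 min RT | Evaluation: % activation from peak over basal fluorescence ratio, DMSO-to-PEA scaled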
TAAR1 antag: human TAAR1 antagonism; Q96RJ0; CHO RD-HGA16 TAAR1, Fluo-8 calcium fluorescence, antagonist; inhibition, % at 3 µM; 1.5% of 360,000 active;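 active = inhibition above a per-plate cutoff, the mean inhibition of test compounds on that plate plus 3 SD, cut at about 49% in these data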;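 also: 0% = DMSO plus EC80 beta-PEA response and 100% = DMSO alone without agonist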
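Material: CHO RD-HGA16 cells bearing hTAAR1; compound dosing: one-point dosing, 3 µM nominal final; schedule: dye loading 75 min at 37 °C, then 30 min room temperature; measured by: calcium fluorescence with Fluo-8; control set: vehicle and agonist controls; replication: n of 1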
* hit, by the source's call; x = not tested or not shown.

SMILES | CHO-K1 Ca PAM | M1 ag parental | CHO-K1 Ca antag | OXTR potentiate | V1R ag counter | CHO parental Ca | CHRM1 agonist | TAAR1 agonist | TAAR1 antag
O=C(N/N=C/c1cn(-c2ccccc2)nc1-c1cc2ccccc2o1)c1c[nH]c2ccccc12 | -12 | 1.3 | 10 | -11 | 1.7 | 15 | -7 | 4 | 35
CN1C(=O)CC(N2CCC(C(N)=O)CC2)C1=O (configuration not stated) | -9 | -0.2 | 23 | -14 | 0.5 | 5 | 2 | 0 | -4
CCNS(=O)(=O)c1ccc(CCC(=O)Nc2ccc3c(c2)OCO3)cc1 | 22 | 3.7 | -5 | -3 | 1.9 | -14 | -1 | 4 | -1
CC1(C)C(C#N)=C(N)Oc2c1c(=O)oc1ccccc21 | 9 | 4.2 | -12 | -7 | 2.9 | -12 | -1 | 7 | 13
CC(=O)Nc1ccc(NC(=O)c2ccc(NS(=O)(=O)c3cccc4cccnc34)cc2)cc1 | -1 | -0.4 | -7 | -6 | 1.0 | 7 | -5 | 4 | -14
O=[N+]([O-])c1ccc(C=Nc2ccc(Cl)c([N+](=O)[O-])c2)s1 | 19 | 1.9 | -8 | x | x | x | -5 | 6 | 6
COc1ccc(S(=O)(=O)N(C)C)cc1NC(=O)COC(=O)Cn1cnc2ccccc2c1=O | -9 | 0.2 | -4 | -3 | 0.1 | -6 | -3 | 2 | -2
Cc1cc(C)n2nc(Nc3ccccc3)cc2n1 | 13 | -0.5 | -6 | -1 | -0.7 | -20 | -2 | 0 | -10
CC1CCCCN1S(=O)(=O)c1ccc(-n2cnnn2)cc1 (configuration not stated) | 18 | 1.0 | 0 | -3 | 1.5 | 4 | -3 | -2 | -3
COc1ccc(Cc2nnc(SCC(=O)N3CCCC(C)C3)o2)cc1 (configuration not stated) | 9 | -0.5 | -9 | -7 | -1.5 | -6 | -4 | 2 | 13
Cc1ccc(NC(=O)c2ccc(C(C)(C)C)cc2)cc1[N+](=O)[O-] | 28 | 1.7 | -18 | -4 | 0.3 | -41 | -7 | 1 | -37
COc1cc(NS(=O)(=O)c2ccc(NC(C)=O)cc2)cc(OC)c1 | 7 | 1.9 | 5 | -20 | 4.1 | 16 | -2 | 12 | 3
O=C(CN1C(=O)NC2(CCCCC2)C1=O)NCCCSc1ccccc1 | -7 | 0.2 | 4 | -3 | 0.4 | -19 | -3 | 8 | -3
O=C(Nc1ccc(Br)cc1)C1CCN(c2cnccn2)CC1 | 15 | 3.6 | -3 | -7 | 6.7 | 5 | -2 | 3 | -3
CCCCNC(=O)CCn1c(=O)c2ccccc2n(Cc2cc(C)ccc2C)c1=O | 7 | 0.4 | 1 | -13 | 0.1 | 0 | -4 | 3 | 15
COc1ccccc1CNC(=O)COC(=O)COc1ccccc1Cc1ccccc1 | -7 | 0.2 | -8 | -9 | 2.2 | -10 | -2 | 5 | -18
CC(=O)NC(CC(=O)Oc1ccc(C)cc1Br)c1ccccc1 (configuration not stated) | 14 | 0.6 | -3 | x | x | x | 2 | 3 | -15
CCOc1ccc(S(=O)(=O)NN2Cc3ccccc3C2=N)cc1 | 9 | 0.3 | -1 | -7 | 0.7 | -5 | -1 | 3 | -4
NC(=O)CC(NC(=O)Cc1ccc(Cl)cc1)c1ccc(NC2CCN(Cc3ccccc3)CC2)c([N+](=O)[O-])c1 (configuration not stated) | -2 | 0.4 | 2 | -4 | 0.1 | -5 | -11 | 11 | -4
COc1ccc(N2CCN(C(=O)C3CCN(S(=O)(=O)N4CCOCC4)CC3)CC2)cc1 | 4 | 0.4 | -2 | x | x | x | -2 | 4 | 6
CC(=O)Nc1ccc(S(=O)(=O)NCCC(=O)OCC(=O)NC(C)c2ccc(Cl)cc2)cc1 (configuration not stated) | -7 | -0.1 | -3 | x | x | x | -4 | 1 | -4
N#CC(c1ccccc1)c1cccc(Cl)n1 (configuration not stated) | 9 | -0.2 | -11 | -10 | 0.5 | -10 | -9 | 0 | 5
CN(Cc1ccccc1)C(=O)c1nc2ccccn2c1CN1CCCC1c1nccs1 (configuration not stated) | 2 | 1.3 | -5 | -1 | -0.1 | -8 | -1 | 4 | 4
CCOC(=O)C(C)n1cnc2c(nnn2-c2ccc(C)cc2)c1=O (configuration not stated) | 23 | 0.6 | -14 | 0 | 0.5 | -4 | -5 | 3 | 5
Cc1ccc(NC(=O)c2ccc3c(c2)OCCO3)cc1 | 17 | 0.7 | -4 | 0 | 1.0 | 0 | -1 | 6 | 8

One compound at a time (already shown). Values in the order: CHO-K1 Ca PAM	M1 ag parental	CHO-K1 Ca antag	OXTR potentiate	V1R ag counter	CHO parental Ca	CHRM1 agonist	TAAR1 agonist	TAAR1 antag
`CCOc1ccc(S(=O)(=O)NN2Cc3ccccc3C2=N)cc1` is listed as 9	0.3	-1	-7	0.7	-5	-1	3	-4
`COc1ccc(S(=O)(=O)N(C)C)cc1NC(=O)COC(=O)Cn1cnc2ccccc2c1=O` is listed as -9	0.2	-4	-3	0.1	-6	-3	2	-2

Going on with the list:
SMILES | CHO-K1 Ca PAM | M1 ag parental | CHO-K1 Ca antag | OXTR potentiate | V1R ag counter | CHO parental Ca | CHRM1 agonist | TAAR1 agonist | TAAR1 antag
COc1ccc(/C=C/C(=O)NC2CCCCC2C)cc1 (configuration not stated) | 10 | 1.0 | -4 | -4 | -1.1 | -4 | -3 | 6 | -21
CC(C)(C)OC(=O)N1CCN(C(=O)c2[nH]cnc2C(=O)Nc2ccccc2F)CC1 | -2 | 0.2 | 2 | x | x | x | -2 | 2 | -7
O=C(c1ccc2c(c1)OCO2)C1CCCN(Cc2cccn2-c2cccnc2)C1 (configuration not stated) | 5 | 3.0 | -12 | 4 | 1.2 | -9 | -5 | -1 | -8
O=C(NCc1ccccc1)c1cccnc1 | -18 | -0.2 | 15 | -8 | 0.8 | 3 | -6 | 5 | 9
O=C(COC(=O)c1c[nH]c2ccccc12)Nc1ccc(F)cc1 | 6 | 2.4 | -9 | -5 | 3.3 | 2 | -2 | 4 | 5
O=C(NCCN1CCOCC1)c1cccc(S(=O)(=O)N2CCCCCC2)c1 | 12 | -0.4 | 19 | -4 | 0.0 | -13 | -2 | 6 | -25
CC1CCC/C(=C\Nc2ccc(C(=O)O)cc2)C1=O (configuration not stated) | 20 | 15 | 4 | -5 | 1.2 | -5 | -9 | 2 | -2
CC(=O)N=c1cccc(NC(C)=O)n1O | -2 | 0.1 | 2 | 5 | 0.1 | -6 | -4 | 17 | -5
Cc1ccc(CNC(=O)C2CC(c3cccc(F)c3)=NO2)cc1 (configuration not stated) | 16 | 0.6 | -12 | -15 | 1.0 | -13 | -4 | 1 | -1
C=CCN1C(=O)C2C(C(=O)NC3CCCCC3)C3C=CC2(O3)C1C(=O)NC1CCCC1 (configuration not stated) | -5 | -0.4 | 21 | -6 | -1.2 | 0 | 0 | 7 | 6
CC(CNc1ccccc1O)C(=O)O (configuration not stated) | 19 | 2.0 | -16 | -6 | 0.7 | 0 | -3 | 2 | 6
CCNc1ccc(C(=O)OCC(=O)c2cc(C)n(Cc3ccc4c(c3)OCO4)c2C)cc1[N+](=O)[O-] | 19 | 0.6 | -4 | -12 | 0.6 | -11 | -4 | 6 | -18
CCOCCCN(Cc1cc2cc(C)cc(C)c2[nH]c1=O)C(=O)N(CC)CC | -2 | 0.2 | 6 | -4 | 0.6 | -16 | -3 | 3 | -1
O=C(CN(Cc1ccco1)C(=O)Cn1nnc(-c2cccs2)n1)NCc1ccccc1 | -14 | 1.8 | -11 | -3 | 0.9 | -28 | -3 | 3 | 5
Cc1cc(S(=O)(=O)N2CCCC(N(C)CCc3ccccn3)C2)c(C)cc1Cl (configuration not stated) | 7 | 9.6 | -13 | -11 | 6.2 | -25 | -2 | 14 | -18
COc1cc2c(cc1NC(=O)C(C)Sc1nc3ccccc3n1C)oc1ccccc12 (configuration not stated) | 0 | -0.5 | 7 | -3 | -0.2 | -13 | -2 | 0 | -7
O=C(c1cc(-c2cccc(O)c2)on1)N1CCCCCC1 | 0 | 4.0 | 19 | -5 | 1.9 | -4 | 1 | 1 | 0
Cc1ccc(NC(=O)C2(C)CCN2Cc2ccccc2OC(F)F)cc1 (configuration not stated) | 14 | 1.9 | -10 | x | x | x | -8 | -1 | 16
COC(=O)Cc1[nH]nc2c1C(c1cc(OC)c(OC)c(OC)c1)C(C#N)=C(N)O2 (configuration not stated) | 20 | 1.1 | -12 | -5 | 0.5 | 7 | -3 | 0 | -9
COc1cccc(CN2C(=O)CCC2(C)C(=O)NC2CCCC2)c1 (configuration not stated) | -11 | -0.2 | -6 | -14 | -0.1 | 3 | -3 | 2 | 4
Cc1onc(-c2ccccc2)c1C(=O)N(CC(C)C)c1c(N)n(CC(C)C)c(=O)[nH]c1=O | 4 | 0.5 | -4 | 4 | 0.0 | -7 | -4 | 4 | -3
COc1ccc(CN(C)S(=O)(=O)c2ccc3c(c2)OCCO3)cc1 | 13 | 2.5 | -6 | -5 | -0.8 | 5 | -4 | -1 | -19
Cc1ccc(-n2c(N)cc(=O)nc2SCC(=O)N2CCN(c3ccccc3)CC2)cc1C | 2 | 0.2 | -7 | -3 | 1.5 | -18 | -4 | 1 | -24
C/C(=N\NC(=O)COc1c(C)cccc1C)c1cccs1 | 2 | 0.1 | -6 | 0 | -1.2 | -4 | -6 | 7 | -8
CCCCCCNC(=O)c1cn(CC)c2cc(N3CCN(C)CC3)c(F)cc2c1=O | 3 | 3.1 | -5 | -18 | 11 | -4 | -8 | 16 | -11
COc1cc(C(=O)Nc2ccc(C)c(S(=O)(=O)N(C)C)c2)ccc1OCC(=O)N1CCOCC1 | -14 | 0.0 | 1 | 0 | -0.4 | -8 | -4 | 4 | 14
COCc1cc(C)nc(SCC(=O)Nc2nc(C)cs2)c1C#N | 3 | 0.8 | -3 | -8 | 1.3 | -17 | -1 | 1 | -13
CCN(CC)S(=O)(=O)c1ccc(O)c(NC(=O)CN2CCc3ccccc3C2)c1 | 7 | 2.5 | -7 | -31 | 7.2 | -2 | -9 | 4 | 19

2 successive records already listed, for reference:
SMILES | CHO-K1 Ca PAM | M1 ag parental | CHO-K1 Ca antag | OXTR potentiate | V1R ag counter | CHO parental Ca | CHRM1 agonist | TAAR1 agonist | TAAR1 antag
COCc1cc(C)nc(SCC(=O)Nc2nc(C)cs2)c1C#N | 3 | 0.8 | -3 | -8 | 1.3 | -17 | -1 | 1 | -13
CCN(CC)S(=O)(=O)c1ccc(O)c(NC(=O)CN2CCc3ccccc3C2)c1 | 7 | 2.5 | -7 | -31 | 7.2 | -2 | -9 | 4 | 19

Screens deposited in PubChem by The Scripps Research Institute Molecular Screening Center.
